Bioassay records deposited in PubChem BioAssay by several laboratories.
Rac1 GTP hydrolysis: MgcRacGAP GTPase-activating activity inhibitors, confirmation, biochemical, ADP Hunter fluorescence. MgcRacGAP-stimulated Rac1 GTP hydrolysis, ADP Hunter fluorescence; higher % means a stronger effect; GST-tagged Rac1 F28L mutant substrate. one-dose inhibition, % at 30 µM; IC50 in µM for titrated hits. 340,000 tested, 0.6% active. AID 624330;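 active = first-screen hits whose inhibition reached a set limit at any dose in the follow-up dose series; inconclusive = inhibition above the set first-screen limit but never retested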;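 note: fluorescence reports GDP produced by GAP-driven GTP hydrolysis; strong numbers were not always called active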
GPR55 LPI antagonism: GPR55 antagonists blocking LPI-driven arrestin recruitment, primary screen, imaging, U2OS, beta-arrestin-GFP, LPI agonist (AID 2013). inhibition, % at 10 µM; hits with a dose series show IC50 in µM. 290,000 tested, 0.13% active. U2OS GPR55 beta-arrestin-GFP translocation imaging, LPI antagonism; higher % means a stronger effect;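 active = spots per cell inhibited over 60%, with over 100 cells counted and total cytoplasm intensity under 500,000; inconclusive = wells with under 100 cells, flagged as likely toxic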;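 note: U2OS cells stably carrying GPR55 and arrestin-GFP stimulated by 5 µM LPI near EC80; imaged beta-arrestin-GFP aggregate spots per cell after agonist stimulation; plate controls were LPI-stimulated DMSO wells for no effect and DMSO wells without LPI for full effect; some results filed as inactive read as strong as hits; confirmed hits need IC50 under 10 µM and bright autofluorescent wells are also inconclusive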
Lipid droplet: modulators of hepatic lipid droplet formation; inhibition, % at 6.5 µM; AML12 mouse hepatocytes, oleate lipid droplets, BODIPY imaging; 240,000 tested, 0.4% active; AID 1656;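 active = lipid droplet intensity inhibited by at least 50%, with more than 500 cells counted; inconclusive = wells with under 300 cells, treated as cytotoxic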
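Material – mouse AML12 hepatocyte cell line, fixed after treatment · Compound dosing – one dose, 6.5 µM compound · Times – compound with oleate, overnight · Measured by – Image-based BODIPY and DAPI two-channel analysis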
SV40 large T antigen: SV40 large T antigen inhibitors, biochemical (AID 1903); inhibition, % at 20 µM; hits with a dose series show IC50 in µM; SV40 large T antigen ATPase/helicase inhibition assay; higher % means a stronger effect; 310,000 tested, 0.39% active; in the data active = a potency from the dose series; inconclusive = inhibition mostly from about 32% at the one dose, without a potency; inactive = the rest, 99 in 100 with inhibition below about 32%; note: strong numbers were not always called active
T cell HTS: T cell immune modulators affecting CD8 T cell-vesicle binding. 2C CD8+ T cell-vesicle binding, flow cytometry; stronger effect = lower value. calls only at 7 µM. 330,000 tested, 0.068% active. AID 2052;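 active = response, share of CD8 T cells binding vesicles, and their 90th percentile fluorescence all below set limits, cut at about 80% in these data, passing the limit was not always enough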
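Incubation: binding step 1.5 h, 37 °C, antibody labelling 20 min, ice; system: murine 2C transgenic CD8+ T lymphocytes; technique: cytometric PE anti-B7-1 and Alexa647 anti-CD8 signals after 1% paraformaldehyde fixation; also added: QL9-charged Drosophila Ld/ICAM-1/B7-1 vesicles; control set: naked versus QL9-loaded vesicles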
GPR35 antagonists: inhibition of zaprinast-stimulated GPR35 beta-arrestin translocation – imaging, U2OS, beta-arrestin-GFP, zaprinast agonist, primary screen (AID 2058) | 290,000 tested, 0.052% active | one-dose inhibition, % at 10 µM; IC50 in µM for titrated hits | U2OS GPR35 beta-arrestin-GFP translocation imaging, zaprinast antagonism; higher % means a stronger effect;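 active = inhibition of at least 50% with at least 30 cells and total cytoplasm GFP at most 10,000,000; inconclusive = under 30 cells or total GFP of 10,000,000 plus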
GPR55 beta-arrestin: selective activators of receptor GPR55 – imaging, U2OS cells, beta-arrestin-GFP redistribution, primary screen (AID 1961). U2OS GPR55 beta-arrestin-GFP redistribution imaging; higher % means a stronger effect. activation, % at 10 µM; hits with a dose series show EC50 in µM. 290,000 tested, 0.048% active;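 active = activation above 40% with more than 50 cells counted in the well; inconclusive = wells holding fewer than 50 cells, flagged as toxic or sparse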;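 note: U2OS osteosarcoma cells stably expressing GPR55 and beta-arrestin-GFP; plate controls were DMSO negative control for no effect and LPI positive control for full effect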
NTR1 ag: NTR1-driven beta-arrestin-GFP spot formation – imaging, U2OS cells, high content, primary screen (AID 493036); P30989; agonist mode; activation, % at 20 µM; 330,000 tested, 0.17% active;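 active = activation at or above 40% of the spot to cytoplasm intensity ratio, with at least 20 cells analyzed; inconclusive = wells under 20 cells, flagged as cytotoxic or low count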;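 note: 0% = DMSO without peptide and 100% = 100 nM NTR1 peptide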
Target sequence (P30989 whole entry, looked up): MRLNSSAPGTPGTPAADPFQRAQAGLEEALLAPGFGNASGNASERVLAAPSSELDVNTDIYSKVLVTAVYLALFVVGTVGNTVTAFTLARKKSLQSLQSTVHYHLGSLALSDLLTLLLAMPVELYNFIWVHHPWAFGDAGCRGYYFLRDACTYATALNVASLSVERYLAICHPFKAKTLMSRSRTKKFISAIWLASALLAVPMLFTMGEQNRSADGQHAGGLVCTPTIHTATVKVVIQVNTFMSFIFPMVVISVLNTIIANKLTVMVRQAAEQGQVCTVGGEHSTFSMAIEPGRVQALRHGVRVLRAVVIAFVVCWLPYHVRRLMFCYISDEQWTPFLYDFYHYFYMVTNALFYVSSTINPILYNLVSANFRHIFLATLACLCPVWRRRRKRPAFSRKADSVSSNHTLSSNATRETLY
LYP phosphatase: PTPN22 lymphoid phosphatase activity blockers – biochemical, fluorescence intensity, uHTS (AID 1779); 290,000 tested, 0.054% active; recombinant LYP phosphatase, fluorescence intensity; higher % means a stronger effect; inhibition, % at 11.5 µM; hits with a dose series show IC50 in µM; in the data active = inhibition above about 50%;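 note: plate controls were vehicle with enzyme for no effect and no enzyme for full effect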
Lipid droplet cells 6.5 µM: further read-out of Lipid droplet, marked with its call; cell count; measured here: cell count, cytotoxicity flag;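 cells counted across two imaged fields per well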
T cell HTS vesicle-bound %: also measured in T cell HTS; calls as there; double positive events, %; measured here: CD8+ vesicle-bound cell fraction;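 binding gate set so that unloaded-vesicle control wells show 10% double positive cells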
NTR1 ag cell count 20 µM: second read-out of NTR1 ag, no call of its own (marks repeat the call); cell count; measured here: cell count, cytotoxicity flag
* marks the source's active call; other numbers are inactive results; i = inactive; ? = inconclusive; . = no result given.

SMILES	Rac1 GTP hydrolysis	GPR55 LPI antagonism	Lipid droplet	Lipid droplet cells 6.5 µM	SV40 large T antigen	T cell HTS	T cell HTS vesicle-bound %	GPR35 antagonists	GPR55 beta-arrestin	NTR1 ag	NTR1 ag cell count 20 µM	LYP phosphatase
CCSc1nc2sc3c(c2c(=O)[nH]1)CCCC3	4%	-1%	7	746	16%	i	52	0%	0.7%	17	63	-7%
O=C1C=C(NCCN2CCOCC2)C(=O)c2cnccc21	.	-16%	-22	642	17%	i	27	-4%	-0.1%	.	.	-6%
CCC(=O)Nc1cccc(NC(=S)NC(=O)Cc2ccccc2)c1	13%	12%	.	.	0%	i	33	10%	0.0%	-0.7	58	1%
Nc1nc(Nc2ccccc2)nc(N2CCCC2)c1[N+](=O)[O-]	.	1%	-5	839	13%	i	9	1%	0.4%	0.9	100	-6%
CNC(=O)NC(=O)C(C)OC(=O)c1c(C)noc1C (stereo not given)	6%	3%	0	792	-4%	i	52	-10%	-0.1%	-0.1	37	-6%
Cc1cc([N+](=O)[O-])nn1Cc1ccc(C(=O)N/N=C/c2ccc(N(C)C)cc2)cc1	14%	5%	-56	722	11%	i	33	-2%	0.3%	0.6	56	-1%
COc1ccc(CNC(=O)c2c(C)cc(=O)oc2C)cc1	-2%	-4%	7	696	17%	i	9	2%	-0.1%	-0.7	57	2%
COc1cccc(NC(=S)NC(=O)c2cncc(Br)c2)c1	14%	.	.	.	6%	i	40	.	.	-0.7	62	.
CCCCNC(=O)CCn1c(=O)c2ccccc2n(Cc2ccc(F)cc2)c1=O	6%	10%	-9	693	7%	i	28	-3%	-0.2%	3.6	75	-4%
Cc1ccc(NC(=O)CN2C(=S)NC(C)(C)CC2C)cc1Cl (stereo not given)	1%	-1%	-4	680	23%	i	23	13%	0.3%	4.0	55	-5%
COc1cc(C)c(NC(=O)C(=S)N2CCCC2)cc1C	-2%	14%	5	662	25%	i	49	6%	-0.1%	-1.3	59	-11%
O=C(Nc1cc(S(=O)(=O)N2CCOCC2)ccc1N1CCCC1)c1cnccn1	0%	15%	-7	671	5%	i	36	-2%	0.5%	-1.4	68	4%
CCN(CC)CCN1C(=O)c2oc3ccc(F)cc3c(=O)c2C1c1ccncc1 (stereo not given)	5%	14%	-6	637	0%	i	21	-10%	-0.1%	-0.6	56	-7%
Cc1ccc(NS(=O)(=O)c2ccc3c(c2)NC(=O)CO3)c(C)c1	14%	-5%	-7	678	-3%	i	13	13%	0.0%	1.8	57	-11%
CCC(=O)Nc1nnc(S(=O)(=O)N(CC)c2ccc(OC)cc2)s1	4%	1%	-3	786	6%	i	8	-11%	-0.2%	-0.3	82	-6%
O=C(COC(=O)CCCNC(=O)c1ccc(Cl)cc1)Nc1cc(Cl)c(Cl)cc1Cl	1%	-1%	28	692	5%	i	31	-6%	0.2%	-1.2	59	-2%
CCOC(=O)CNC(=O)C1(/C=C/c2ccccc2)CC(=O)N1c1ccc(OC)cc1 (stereo not given)	9%	-6%	3	866	11%	i	60	-13%	0.0%	0.1	61	-10%
COc1ccccc1NC(=O)N1CCN(C(=O)Nc2ccccc2OC)CC1	8%	-1%	0	706	7%	i	20	-2%	0.3%	0.3	69	-4%
CCC1CCCCN1Cc1ccc(N)cc1 (stereo not given)	5%	10%	-10	720	4%	i	38	-1%	-0.1%	0.2	65	6%
Cc1ccc(C(C)C)c(OCc2nc(-c3nonc3N)no2)c1	3%	-3%	.	.	3%	i	6	6%	-0.1%	-2.0	56	0%
Cc1cccc(/C=N/n2c(C3CCCCC3)n[nH]c2=S)c1	14%	10%	.	.	4%	i	48	-6%	0.4%	5.3	86	1%
CC1CN(C(=O)COC(=O)c2ccc(F)cc2Cl)CC(C)O1 (stereo not given)	-2%	7%	-2	806	5%	i	43	-2%	-0.1%	0.0	58	-14%
Cn1c(=O)c(C#N)c(-c2ccccc2)n2cnnc12	-2%	-13%	2	749	34%	i	32	7%	-0.1%	0.4	57	-11%
Cc1ccc(-c2nc(CN(C)C3CCOCC3)c(C)o2)s1	2%	-2%	11	702	9%	i	48	3%	0.0%	-0.9	56	-6%
COc1cc(C=C(C(C)=O)C(C)=O)ccc1O	?	1%	11	764	8.2µM*	i	39	5%	-0.1%	-1.3	63	10%

Following part.
SMILES	Rac1 GTP hydrolysis	GPR55 LPI antagonism	Lipid droplet	Lipid droplet cells 6.5 µM	SV40 large T antigen	T cell HTS	T cell HTS vesicle-bound %	GPR35 antagonists	GPR55 beta-arrestin	NTR1 ag	NTR1 ag cell count 20 µM	LYP phosphatase
CCS(=O)(=O)N1CCC(C(=O)Nc2cc(Cl)ccc2O)CC1	7%	14%	1	761	15%	i	20	-8%	-0.1%	-1.2	77	-3%
CCOC(=O)CC(NC(=O)C(CC)c1ccccc1)c1ccccc1Cl (stereo not given)	10%	11%	-6	672	4%	i	49	4%	-0.2%	0.5	58	-4%
Cc1cccnc1-n1c(CCN2C(=O)c3ccccc3C2=O)nc2ccccc2c1=O	0%	-45%	.	.	9%	i	34	-2%	-0.2%	-2.0	66	-9%
Cc1ccc(C(C)C)cc1OCC(=O)N1CCN(C(=O)c2ccco2)CC1	-2%	.	.	.	4%	i	26	.	.	0.0	65	.
CCOc1ccc(OCCC(=O)OCC(=O)NC2CC2)cc1	5%	.	.	.	7%	i	13	.	.	0.4	57	.
CC(C)Nc1ccc(C(CC(N)=O)NC(=O)Cc2cccc3ccccc23)cc1[N+](=O)[O-] (stereo not given)	8%	-10%	22	744	6%	i	33	1%	0.6%	1.5	86	-7%
CCOC(=O)c1ccc(N=c2ssnc2Cl)cc1	18%	14%	9	699	0%	.	.	2%	1.0%	-0.7	112	-1%
COc1ccc(S(=O)(=O)N2CCOCC2)cc1C(=O)N1CCCCCC1	8%	9%	0	806	9%	i	28	8%	0.0%	0.5	53	-7%
O=C(COc1ccccc1)NCC(c1ccco1)N1CCN(c2ccc(F)cc2)CC1 (stereo not given)	1%	.	.	.	10%	i	27	.	.	4.1	59	.
Cc1cc(C)cc(NC(=S)N(CCN2CCCCC2)Cc2ccco2)c1	-4%	3%	-9	787	9%	i	21	4%	0.5%	-0.1	59	-7%
O=C(CC1C(=O)N(c2ccccc2)C(=O)N1C1CCCCC1)Nc1ccccc1 (stereo not given)	2%	-1%	-10	646	8%	i	39	16%	-0.1%	2.9	75	-1%
N#CC12CCCCC1CC1CCCCC1(C#N)N2CCO (stereo not given)	-1%	0%	.	.	2%	i	50	-16%	-0.1%	0.1	56	-2%
CC(/C=C/c1ccccc1)=N/NC(=O)c1cnccn1	2%	0%	-1	814	7%	i	57	10%	-0.2%	-0.4	76	-6%
CCOC(=O)C1=C(O)C(=O)N(c2ccc(S(N)(=O)=O)cc2)C1c1ccc(Cl)cc1 (stereo not given)	8%	-8%	.	.	3%	i	14	9%	0.2%	1.2	42	2%
CN(C)c1oc(-c2ccc(OCc3ccccc3)cc2)nc1C#N	1%	2%	17	694	6%	i	54	-8%	0.3%	3.9	36	2%
O=C(NC1CCCCC1)N(CCN1CCOCC1)Cc1cc2cc3c(cc2[nH]c1=O)OCCO3	4%	11%	.	.	0%	i	40	-7%	-0.3%	0.5	63	-5%
COc1ccc(NC(=O)CSc2ccccc2)cn1	4%	1%	31	665	8%	i	53	-9%	-0.5%	1.7	29	-8%
CC(OC1=CC(=O)CCC1)C(=O)c1ccccc1 (stereo not given)	2%	-4%	.	.	-1%	i	36	6%	0.1%	-1.0	82	-10%
O=C(NCCCN1CCOCC1)c1ccccc1N1C(=O)[C@@H]2Cc3c([nH]c4ccccc34)C(c3ccc(F)cc3)N2C1=O (stereo not given in full)	3%	-4%	4	743	8%	i	17	5%	-0.2%	3.0	98	-6%
CC1CC2=C(C(=O)O1)C(c1ccccc1)Nc1ccccc1N2 (stereo not given)	3%	6%	6	589	8%	i	46	-9%	0.3%	9.4	66	0%
Cc1ccc(NC2CCCN(C(=O)c3ccccc3-c3ncc[nH]3)C2)cc1C (stereo not given)	17%	-10%	-2	862	18%	i	66	8%	0.6%	-0.1	68	-5%
CN(C)c1ccc(/C=C(\NC(=O)c2ccccc2)C(=O)NCCCn2ccnc2)cc1	8%	0%	-3	785	13%	i	32	0%	-0.3%	-1.4	48	-4%
Cc1ccc(CNC(=O)c2cc3c(=O)n(C)c4ccccc4c3n2C)cc1	4%	0%	.	.	5%	i	54	-4%	-0.2%	6.0	67	-8%
CCn1c2ccc(Cl)cc2c2nc3ccccc3nc21	.	17%	.	.	-3%	i	58	9%	-0.1%	0.5	102	-5%
COc1ccccc1/C=N/NC(=O)CO	8%	-8%	-3	748	5%	i	15	3%	-0.3%	1.7	38	-4%
Cc1ccc(S(=O)(=O)NC2(C(F)(F)F)NC(=O)N(CCc3ccccc3)C2=O)cc1 (stereo not given)	4%	4%	-2	760	3%	i	52	-10%	-0.2%	0.2	26	-8%
CC(C)C(NC(=O)c1ccccc1F)C(=O)OCC(=O)c1ccc(F)cc1 (stereo not given)	8%	-15%	-18	672	7%	i	33	-13%	-0.2%	0.5	46	-4%
CCCCn1c(N)c(N(CC(C)C)C(=O)c2oc3c(Cl)cccc3c2C)c(=O)[nH]c1=O	2%	.	.	.	18%	i	51	.	.	1.7	64	.
O=C(Nc1ccc(NC(=O)c2cccs2)c(Cl)c1)c1cccs1	12%	9%	11	810	9%	i	15	-9%	-0.2%	0.7	46	-5%
CCC1CCCCN1CCCNC(=O)CN1C(=O)COc2ccc(S(=O)(=O)N3CCC(C)CC3)cc21 (stereo not given)	9%	14%	-5	714	12%	i	9	-2%	0.0%	0.2	49	-6%
